Screening data deposited in PubChem by National Center for Advancing Translational Sciences (NCATS).
RXFP1 antagonist: qHTS Assay for Antagonists of the Relaxin Receptor RXFP1 | Relaxin receptor 1 (Homo sapiens), Q9HBX9 | HEK293-RXFP1, relaxin-stimulated cAMP HTRF, 30 min; active compounds read low | activity change, negative = inhibition, % at 57.5 µM | 350,000 tested, 0.59% active | AID 1259400, 2018;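 active means activity change of -60% or lower, but not beyond a set lower limit; inconclusive means change between -60% and -40%, or beyond the set limit; inactive means change above -40%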; further: on the % scale 0 is the no-effect control and ±100 the full control effect
TRHR agonist: qHTS for Small Molecule Agonists and Allosteric Enhancers of Human TRH Receptor: Primary Screen for Agonists | Thyrotropin-releasing hormone receptor (Homo sapiens), P34981 | TRHR cells, calcium flux fluo-8, FDSS agonist mode | activation, % at 2 µM | 360,000 tested, 0.18% active; in the data active means activation above about 30%; further: 0% is about no effect
Target sequence (P34981 whole entry, looked up): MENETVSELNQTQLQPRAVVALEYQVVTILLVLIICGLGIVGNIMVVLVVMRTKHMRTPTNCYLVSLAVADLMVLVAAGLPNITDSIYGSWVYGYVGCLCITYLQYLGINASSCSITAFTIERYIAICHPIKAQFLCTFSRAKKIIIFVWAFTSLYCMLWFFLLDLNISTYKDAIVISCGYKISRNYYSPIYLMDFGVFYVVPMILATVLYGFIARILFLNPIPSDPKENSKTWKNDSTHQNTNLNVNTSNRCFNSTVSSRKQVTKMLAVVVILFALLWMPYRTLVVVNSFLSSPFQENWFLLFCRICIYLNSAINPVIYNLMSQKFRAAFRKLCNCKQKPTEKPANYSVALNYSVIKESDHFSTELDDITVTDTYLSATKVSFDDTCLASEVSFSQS
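TRHR-expressing cells, plated overnight in medium with 10% serum, were loaded with fluo-8 calcium dye at room temperature. After a 10 s baseline, library compound was pin-added and calcium release was recorded kinetically (ex 480/em 530) as agonist response.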
TRHR enhancer: qHTS for Small Molecule Agonists and Allosteric Enhancers of Human TRH Receptor: Primary Screen for Enhancers; AID 493056, 2011; TRHR cells, fluo-8 calcium fluorescence, EC20 TRH enhancement; enhancement, % at 2 µM; 360,000 tested, 0.66% active; in the data active means enhancement above about 30%; further: 0% is about no effect
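TRHR-expressing cells loaded with fluo-8 calcium dye were read kinetically (ex 480/em 530) during compound addition, then stimulated with an EC20 of TRH (10 nM final). Enhancement of the Gq-mediated intracellular calcium response was scored.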
D1 agonist: Allosteric Agonists of the Human D1 Dopamine Receptor: qHTS; D(1A) dopamine receptor (Homo sapiens), P21728; HEK293 T-REx D1 cells, calcium flux, agonist mode; activation, % at 2 µM; 360,000 tested, 1% active; in the data active means activation above about 30%; further: 0% is about no effect
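Tetracycline-induced HEK293 TREx D1 cells, force-coupled to calcium signalling, were dye-loaded with a no-wash calcium kit. Compound was pin-added after a 10 s baseline. Fluorescence was read kinetically at 1 cycle/s for 180 s, with calcium rises flagged as agonism.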
D1 PAM: Potentiators of Human D1 Dopamine Receptor: qHTS. D(1A) dopamine receptor (Homo sapiens), P21728. HEK293 TREx D1 cells, calcium flux, dopamine EC20 potentiation. potentiation, % at 10 µM. 360,000 tested, 0.036% active. AID 504651, 2011; in the data active means potentiation above about 30%; further: 0% is about no effect
D1 antag: Antagonist of Human D 1 Dopamine Receptor: qHTS; D(1A) dopamine receptor (Homo sapiens), P21728; HEK293 TREx D1 cells, calcium flux, dopamine EC80; active compounds read low; activity change, negative = inhibition, % at 10 µM; 360,000 tested, 3.2% active; in the data active means activity change below about -30%; further: on the % scale 0 is the no-effect control and ±100 the full control effect
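Inducible Hek293 Trex D1 cells (tetracycline, overnight, 30 C). Calcium dye 30–90 min RT. Antagonist mode: EC80 dopamine added after 180 s compound read.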
Anesthetic bind: qHTS Assay for Identification of Novel General Anesthetics | apoferritin/1-aminoanthracene competitive binding, fluorescence | Potency, µM (series often up to 77.5 µM), for the others: at the top dose activity change, negative = displacement, actives largely listed as inhibitors | 350,000 tested, 0.074% active; further: potency means the concentration at half of the fitted maximal effect; on the % scale 0 is the no-effect control and ±100 the full control effect; nearly all actives have a fitted effect of over 20% in size
Target sequence (P02791 2-175 limits assumed): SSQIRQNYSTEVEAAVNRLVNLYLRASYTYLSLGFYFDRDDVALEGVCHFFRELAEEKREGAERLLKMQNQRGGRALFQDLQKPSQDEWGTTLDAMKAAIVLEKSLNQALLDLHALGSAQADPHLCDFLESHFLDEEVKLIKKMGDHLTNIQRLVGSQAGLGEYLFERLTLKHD
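Concentration-response curves derived by four-parameter Hill fitting of normalized fluorescence, where compounds displaced 1-AMA from 10 uM horse apoferritin following a brief 10 min room-temperature incubation; propofol titration acted as positive control.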
RXFP1 ag: qHTS Assay for Agonists of the Relaxin Receptor RXFP1. Relaxin receptor 1 (Homo sapiens), Q9HBX9. HEK293T-RXFP1 cAMP TR-FRET, 30 min; response scale: percent of porcine relaxin response, buffer zero. Potency, µM (highest dose often 57.5 µM), for the others: top-dose activation, hits mostly activators. 370,000 tested, 0.3% active. AID 2676, 2010; further: potency means the concentration at half of the fitted maximal effect; on the % scale 0 is the no-effect control and ±100 the full control effect; nearly all actives have a fitted effect of over 60% in size; many of its hits are not listed in these tables
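Agonist response is measured as cAMP accumulation in an RXFP1-transfected HEK293T line under PDE4 inhibition. Values are scaled between buffer-only and 29 nM porcine relaxin, and EC50s come from standard Hill equation fits.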
D2 potentiator: HTS Assay for Positive Allosteric Modulators of the Human D2 Dopamine Receptor: Primary Screen for Potentiators; D(2) dopamine receptor (Homo sapiens), P14416; HEK293 T-REx D2, calcium flux, EC20 dopamine potentiation; potentiation, % at 10 µM; 340,000 tested, 0.34% active; AID 485347, 2010;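 active means potentiation over 3 SD above the plate norm, cut at about 30% in these data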; further: 0% is about no effect
Target sequence (P14416 whole entry, looked up): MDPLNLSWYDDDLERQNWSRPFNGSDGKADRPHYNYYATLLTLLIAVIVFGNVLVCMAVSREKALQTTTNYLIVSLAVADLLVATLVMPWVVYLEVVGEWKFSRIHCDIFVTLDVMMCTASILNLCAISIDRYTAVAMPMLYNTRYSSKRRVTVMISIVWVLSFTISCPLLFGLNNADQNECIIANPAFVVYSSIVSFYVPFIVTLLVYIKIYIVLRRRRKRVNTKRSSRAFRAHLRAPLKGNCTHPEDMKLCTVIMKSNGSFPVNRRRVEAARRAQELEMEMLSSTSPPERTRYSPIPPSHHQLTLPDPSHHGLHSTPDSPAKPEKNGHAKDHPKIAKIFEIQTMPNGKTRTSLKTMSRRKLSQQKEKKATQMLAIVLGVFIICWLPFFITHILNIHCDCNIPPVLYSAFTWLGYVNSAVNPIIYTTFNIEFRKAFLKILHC
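Primary screen. Calcium kinetics in induced HEK293 T-REx D2 cells: compound pre-addition 180 s, EC20 dopamine, 180 s more.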
The depositor's hits bear a star; ? = inconclusive; / = no result given; [ ] = another dose, or the depositor's remark. Unless noted, the call rests on the fitted dose curve; in most records, active means well fitted curve in the direction sought with a large enough effect; inconclusive means small, poorly fitted or top-dose-only effect, or another doubt; inactive means no such curve, though single readings can be large; an effect the other way counts as inactive or inconclusive.

SMILES	RXFP1 antagonist	TRHR agonist	TRHR enhancer	D1 agonist	D1 PAM	D1 antag	Anesthetic bind	RXFP1 ag	D2 potentiator
Cc1ccc(-c2cc(C(=O)Nc3ccc(S(=O)(=O)Nc4onc(C)c4C)cc3)c3ccccc3n2)cc1	-30.2	0.0	13.8	3.9	4.0	-0.8	-18.0%	0.5%	3.1
CC(=O)Oc1ccc2c(c1)c(C(C)=O)c(C)n2C	9.0	0.6	6.8	1.1	-3.5	-1.2	3.0%	-0.5%	-1.2
Cc1cc(C(=O)CN2C(=O)C(=O)N(Cc3ccco3)C2=O)c(C)n1CCc1ccccc1	2.4	0.0	-4.6	2.2	1.8	3.1	/	-0.1%	-15.7
CCOC(=O)NC1(C(F)(F)F)NC(=O)N(c2ccc(C)c(C)c2)C1=O (stereo unspecified)	/	0.0	7.6	-0.2	2.2	20.0	0.1%	-0.3%	-10.8
O=c1[nH]c2ccc(NC(=S)Nc3ccc(F)cc3)cc2[nH]1	1.0	-1.4	3.7	1.5	-0.3	3.1	-13.2%	-0.4%	11.8
CCCNC(=O)C(Cc1cccc(Br)c1)NC(=O)c1ccc(C#N)cc1 (stereo unspecified)	/	-0.5	0.1	-1.0	-0.1	/	/	1.3%	/
CSc1nccc(N2CCN(c3ccc(F)cc3)CC2)n1	-9.5	0.0	2.4	1.7	-3.4	-26.6	-15.0%	1.9%	3.6
COc1ccc(NC(=O)CC2SC(N3CCOCC3)=NC2=O)cc1OC (stereo unspecified)	0.1	0.0	-4.5	1.5	-8.1	16.2	/	-0.2%	-22.4
CC(=O)c1cccc(NC(=O)N2CCCCCC2)c1	-3.0	0.8	-2.1	2.7	1.8	-11.2	?	0.2%	8.6
CCOc1ncccc1C(=O)NCCc1ccc(OC)cc1	-9.7	-1.3	0.2	-1.1	-2.1	8.9	0.7%	-0.9%	3.3
CC(C)(C)NC(=O)C(c1ccc(Cl)cc1)N(Cc1ccco1)C(=O)CCl (stereo unspecified)	/	0.1	3.9	1.7	-2.5	-18.1	-7.8%	0.1%	6.9
C=COC(=O)CSc1snc(SCC(=O)OC)c1C#N	-18.4	-0.2	2.1	1.2	-4.2	-17.2	7.3%	-0.2%	3.2
Cc1cc(C)nc(N2CCC(C(=O)NCCc3ccc(F)cc3)CC2)n1	2.6	-0.1	3.8	1.8	-1.7	4.4	-9.1%	0.0%	0.9
Cc1ccc(CN2C(=O)c3ccccc3NC2c2cc(Br)ccc2O)cc1 (stereo unspecified)	-37.1	0.4	11.3	2.9	2.3	-17.3	13.9%	0.0%	29.1
O=C(CCS(=O)(=O)Cc1ccccc1)NCc1ccco1	3.3	0.7	8.2	0.5	-4.4	6.0	0.9%	0.8%	15.4
NC(=O)c1cnn2c(C(F)(F)F)cc(-c3ccc(F)cc3)nc12	1.4	-0.2	-0.3	1.9	-0.8	14.3	-10.1%	0.6%	3.5
CCOC(=O)c1ccc(N2C(=O)CC(N3CCOCC3)C2=O)cc1 (stereo unspecified)	5.4	0.0	-1.3	1.8	1.3	-1.3	-4.6%	0.6%	-2.7
CCN(C(=O)c1sc2nc3n(c(=O)c2c1C)CCCCC3)c1ccccc1F	-8.1	0.1	-2.9	1.2	-1.4	21.5	-1.7%	3.8%	-22.9
Cc1ccc(C(O)(c2ccccc2)c2ccccc2C(C)N(C)C)c(C)c1 (stereo unspecified)	-13.5	2.3	12.9	2.0	1.6	24.9	-11.9%	-0.3%	-1.4
COc1cc(CN2CCC(Oc3cc(C(=O)NC4CC4)ccc3OC)CC2)cc(OC)c1	-5.5	0.3	-3.8	2.7	-7.8	-75.2*	-5.1%	-0.6%	-19.0
Cc1cc2nc3n(c2cc1C)CC1CC(C(=O)NCc2cccc(C(F)(F)F)c2)N(C)C31 (stereo unspecified)	/	-0.5	-1.6	0.2	-2.0	-3.5	-8.9%	-0.6%	6.7
CCOc1ccc(Nc2nc(Nc3ccc(O)cc3)nc(C)c2[N+](=O)[O-])cc1	-7.7	0.2	-5.6	-0.3	0.3	-19.8	-15.0%	0.9%	10.1
CCCn1c2ccccc2c2cnn(CC(=O)N3CCN(C4CCCCC4)CC3)c(=O)c21	3.1	-0.8	-0.4	0.4	1.6	10.9	-5.7%	-0.9%	-21.8
Cc1ccccc1OCC(=O)Nc1ccc(-c2nc3cc(Cl)cc(Cl)c3o2)cc1	/	0.2	4.0	0.9	-3.5	-9.0	3.7%	3.5%	/
COC(=O)C1=C(C)N=c2s/c(=C/c3cccs3)c(=O)n2C1c1ccc(F)cc1 (stereo unspecified)	6.4	1.0	-0.3	2.3	2.6	4.0	1.3%	-0.5%	-2.0
Cc1ccc(C)c(CN2CCC(CNC(=O)c3cc4ccc5cccnc5c4[nH]3)CC2)c1	?	-0.3	-15.5	0.2	2.8	-6.8	3.5%	0.4%	-3.1
O=S(=O)(Nc1nc2ccccc2nc1-[n+]1cccc(N=C([O-])c2ccccc2Cl)c1)c1ccccc1	/	11.7	14.2	9.7	4.8	-28.3	-8.9%	3.2%	-7.0
O=C(Nc1ccccc1)c1ccccc1N=Cc1ccccc1O	20.0	-0.1	-2.4	-0.2	-1.1	-17.7	65.8%[activator]	5.2%	-3.5
S=C(c1ccc(-c2ccc(Cl)cc2)o1)N1CCCCC1	-11.1	-0.3	-4.1	3.2	-0.6	2.5	-10.0%	1.9%	5.7
Cc1cc(C)c(S(=O)(=O)Nc2ccc3oc4c(c3c2)CCCC4)cc1C	-27.1	0.2	-3.3	25.9	0.1	11.7	-16.9%	-0.1%	6.4

Complete entries, looked up by structure:
Cc1ccccc1OCC(=O)Nc1ccc(-c2nc3cc(Cl)cc(Cl)c3o2)cc1 in the list: RXFP1 antagonist: /; TRHR agonist: 0.2; TRHR enhancer: 4.0; D1 agonist: 0.9; D1 PAM: -3.5; D1 antag: -9.0; Anesthetic bind: 3.7%; RXFP1 ag: 3.5%; D2 potentiator: /
CCN(C(=O)c1sc2nc3n(c(=O)c2c1C)CCCCC3)c1ccccc1F in the list: RXFP1 antagonist: -8.1; TRHR agonist: 0.1; TRHR enhancer: -2.9; D1 agonist: 1.2; D1 PAM: -1.4; D1 antag: 21.5; Anesthetic bind: -1.7%; RXFP1 ag: 3.8%; D2 potentiator: -22.9

Next part:
SMILES	RXFP1 antagonist	TRHR agonist	TRHR enhancer	D1 agonist	D1 PAM	D1 antag	Anesthetic bind	RXFP1 ag	D2 potentiator
CC(C)C(NS(=O)(=O)c1ccccc1F)C(=O)OCC(=O)NCc1ccco1 (stereo unspecified)	-6.7	0.0	-1.0	1.0	9.5	-16.1	/	-1.3%	-5.0
Cc1cc2c(s1)c1cnn(Cc3cc(C(F)(F)F)ccc3F)c(=O)c1n2C	/	-0.1	0.5	5.1	-4.3	21.3	/	/	/
C=CCn1c(=S)[nH]c2cc(C(=O)Nc3ccc(F)cc3)ccc2c1=O	-12.8	4.7	-2.4	19.5	-2.9	-10.7	-17.7%	5.6%	-8.2
Cc1c(N2C(=O)CSC2c2ccc([N+](=O)[O-])cc2)c(=O)n(-c2ccccc2)n1C (stereo unspecified)	-26.0	0.2	0.9	-0.3	-0.8	-5.0	0.2%	-4.0%	9.5
C=CCNc1nnc(Cc2ccc(F)cc2)c(=O)[nH]1	0.4	0.1	20.0	3.5	-6.3	0.6	-0.9%	0.1%	18.9
Cc1ccc2nc(N3CCN(C)CC3)c(C#N)cc2c1	-21.1	-0.4	-5.0	5.1	-10.4	2.9	-0.7%	2.7%	10.2
O=C(O)c1cc(-c2ccncc2)nc2ccc(S(=O)(=O)N3CCOCC3)cc12	2.3	0.1	5.1	1.5	-2.8	10.9	-5.4%	0.3%	3.3
COc1ccccc1C(=O)NCC(=O)N1CCN(S(=O)(=O)c2ccc3c(c2)OCCO3)CC1	-1.9	-0.3	3.7	1.8	-0.4	0.0	/	0.0%	18.3
CC1=C/C(=N\NC(=O)c2ccccc2)CC1	-2.9	0.4	8.2	0.3	5.0	-4.0	-3.5%	-0.4%	-0.8
CC1(C)COC2(OC1)C(=O)N(CN1CCOCC1)c1ccccc12	-15.9	1.2	5.7	3.0	-1.8	11.3	-11.5%	0.6%	2.3
O=C(COc1ccc(Cl)cc1)Nc1ccccc1Cl	3.3	-0.2	-6.5	6.0	1.4	28.3	-8.8%	-4.8%	-2.9
Cc1ccc(NC(=O)CCc2nc3cccnc3n2-c2ccccc2)cc1	-12.9	-1.6	-2.8	-0.3	-1.4	-8.1	-3.5%	9.5%	0.9
CCC(CO)(CO)N(CC(=O)Nc1ccc(OC)cc1)CC(=O)Nc1ccc(OC)cc1	-1.8	-0.2	-1.8	-0.6	1.1	-2.7	-10.9%	-0.6%	7.6
O=C(Nc1ccccc1)NC1CCN(Cc2nnnn2C2CCCCC2)CC1	10.0	-0.1	9.1	0.2	-1.8	-0.1	-10.1%	-1.0%	-6.0
O=C(/C=C/c1cccc([N+](=O)[O-])c1)Nc1cccc(NC(=O)c2ccco2)c1	-0.2	-0.1	0.5	-0.1	0.7	-1.3	-7.9%	-3.0%	-3.3
COc1ccccc1NS(=O)(=O)c1ccc(C)c(C(=O)NCc2cccnc2)c1	-0.9	-1.5	3.8	1.0	-2.1	11.9	/	0.4%	4.5
CCn1c(CSc2nc3ccccc3n2C)nc2ccccc21	0.9	-0.5	6.8	12.4	-10.6	-20.6	?	3.6%	13.3
C=C(C)Cn1c(CCCNC(=O)CC)nc2ccccc21	-9.6	-0.7	7.9	-1.4	-1.2	9.6	3.7%	1.8%	1.2
COc1ccc(-c2c(NC(=O)c3ccco3)oc3c(C)cccc3c2=O)cc1OC	-4.7	-0.1	1.8	-0.3	-4.7	-1.7	2.6%	1.4%	8.0
CN(Cc1ccon1)C(=O)CC1C(=O)NCCN1CC(C)(C)C (stereo unspecified)	-4.2	-0.3	-6.3	2.1	1.8	0.3	0.6%	0.9%	1.6
O=C(CN1CCN(S(=O)(=O)c2ccc(C(F)(F)F)cc2)CC1)N1CCNC1=O	8.9	0.4	5.2	2.9	0.3	8.8	/	-1.8%	8.0

These rows are one share of the data; the hit share may differ from the screen's.
